# SKKanGAS inh – blocks kanamycin growth of S. pyogenes SKKanGAS strain | BacTiter-Glo, 6 h | inhibition, % at 7.5 µM | 300,000 compounds, 1.3% hits;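 active = mean replicate score, as percent of positive control median, at least 50; inconclusive = mean below 50 but one replicate at or above 50; inactive = mean and every replicate below 50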;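 note: strain carries kanamycin resistance gene driven by streptokinase promoter and grows in 40 µg/ml kanamycin; loss of luminescence reflects streptokinase promoter inhibition or plain growth inhibition; 0% = median of DMSO wells and 100% = positive control at its reference dose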
# TRPC4 potent – allosterically enhances the mouse TRPC4 cation channel. Q9QUQ5. HEK293 TRPC4beta/mu-opioid, DAMGO EC20, Fluo-4 Ca2+ flux; stronger effect = higher value. B-score at 10 µM. 310,000 compounds, 0.42% hits;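 active = B-score of calcium response area above 5 SD of library B-scores, with initial fluorescence ratio within 5 SD of library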;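 note: B-score of integrated fluorescence ratio over time as area under calcium response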
# MrgX1 PAM – human MrgX1 positive allosteric modulation, primary screen; Q96LB2; MrgX1-HEK293, Fluo-4 calcium flux, FDSS; stronger effect = higher value; B-score at 10 µM; 310,000 compounds, 0.63% hits;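 active = plate-corrected calcium response at least 3 library SD above typical, normal starting fluorescence, not activating the receptor alone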;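 note: compound read alongside a low EC10 to EC30 dose of BAM8-22 agonist; peak minus trough fluorescence over baseline measured at the second addition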
# Target sequence (Q96LB2 whole entry, looked up): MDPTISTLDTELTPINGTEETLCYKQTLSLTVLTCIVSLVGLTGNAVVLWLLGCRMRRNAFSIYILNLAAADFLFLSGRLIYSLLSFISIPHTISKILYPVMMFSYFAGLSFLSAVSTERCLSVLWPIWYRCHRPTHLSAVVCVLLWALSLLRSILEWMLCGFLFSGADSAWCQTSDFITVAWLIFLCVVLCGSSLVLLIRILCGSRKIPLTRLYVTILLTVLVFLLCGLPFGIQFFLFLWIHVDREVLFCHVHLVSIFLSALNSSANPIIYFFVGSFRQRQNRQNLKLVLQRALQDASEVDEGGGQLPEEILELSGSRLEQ
# TRPC4 block – blocks the mouse TRPC4 cation channel | HEK293 TRPC4beta/mu-opioid, DAMGO-evoked Fluo4 calcium flux; stronger effect = lower value | B-score at 10 µM | 300,000 compounds, 0.39% hits | AID 2247;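 active = B-score over 3 SD under the library average, no early fluorescence shift, positive overall ratio signal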
#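 Signal: kinetic Fluo4 fluorescence imaging of calcium influx. Material: stable TRPC4beta/mu-opioid receptor HEK293 cells. Probe or stimulus: DAMGO in two steps, submaximal then maximal.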
# MrgX1 ag – human MrgX1 receptor agonism, primary screen | 310,000 compounds, 0.44% hits | MrgX1-HEK293 cells, Fluo-4 calcium fluorescence, agonist mode; stronger effect = higher value | AID 588627 | Q96LB2 | B-score at 10 µM;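 active = calcium response B-score plate-corrected fluorescence ratio at least 3 library SD, with starting fluorescence B-score inside 5 SD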
#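 Test system: Stable human MrgX1 HEK293 cell line | Schedule: Overnight plating before 1 h dye loading | Read-out basis: Baseline-normalised fluorescence change ratio, B-scored | Detection: Kinetic calcium dye fluorescence, Fluo-4 NW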
# TRPC6 activator – mouse TRPC6 channel activation; B-score at 10 µM; HEK293-TRPC6 membrane potential dye fluorescence; stronger effect = higher value; 310,000 compounds, 0.13% hits; AID 2550; Q61143;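 active = B-score of the integrated fluorescence ratio above library mean plus 3 SD, and starting fluorescence ratio within library mean plus 5 SD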;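 note: higher score means more depolarization so channel activation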
# TMEM16A inh – blocks the mouse calcium-activated chloride channel TMEM16A; Q8BHY3; HEK293 TMEM16A/YFP iodide influx fluorescence, ionomycin; normalized B-score (activity score, 25-100; higher = stronger inhibition) at 10 µM; 310,000 compounds, 1.2% hits; AID 588511;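 active = ratio plate-corrected score three or more library SD toward inhibition, starting fluorescence score within five deviations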;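 note: score derived from kinetic fluorescence span divided by baseline fluorescence per well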
# TRPC4 agonist – opens the mouse TRPC4 cation channel; 310,000 compounds, 0.49% hits; AID 2237; HEK293 TRPC4beta/mu-opioid, Fluo4 calcium fluorescence; stronger effect = higher value; B-score at 10 µM;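 active = B-score above 5 SD of library B-scores, and initial fluorescence ratio not above library mean plus 5 SD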;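 note: positive B-score marks a calcium rise read as TRPC4 activation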
#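 Material: TRPC4beta and mu-opioid receptor HEK293 stable cells | Incubation: 45 min room-temperature Fluo4 loading, 110 s read | Detection: Kinetic Fluo4 calcium fluorescence | Measure: Integrated baseline-normalised fluorescence ratio, converted to per-well B score | Benchmarks: Low control buffer alone, high control maximal DAMGO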
# MrgX1 antagonist – antagonists of human MrgX1 receptor. B-score at 10 µM. 310,000 compounds, 1.3% hits. Q96LB2. MRGX1-HEK293 calcium flux, Fluo-4, BAM8-22 antagonism; stronger effect = lower value;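 active = calcium-response B-score plate-corrected more than 3 library SD below zero, starting fluorescence within 5 deviations, no agonist response on first addition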;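 note: peak minus trough fluorescence over baseline after final BAM8-22 challenge near maximal dose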
# TRPC6 inh – inhibitors of mouse TRPC6 channel; B-score at 10 µM; HEK293-TRPC6, membrane potential dye, ACh-evoked depolarization; stronger effect = lower value; Q61143; 310,000 compounds, 1.1% hits;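 active = B-score under library mean minus 3 SD, initial fluorescence not abnormally high, positive integrated signal ratio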;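 note: B-score derived from integrated fluorescence ratio over the kinetic read; more negative B-score means stronger inhibition of depolarization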
# TMEM16A act – activators or potentiators of mouse TMEM16A chloride channel | AID 623877 | 340,000 compounds, 0.3% hits | Q8BHY3 | HEK293 TMEM16A/YFP-H148Q/I152L, iodide quench fluorescence; stronger effect = lower value | B-score at 10 µM;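 active = fluorescence-ratio B-score plate-corrected deviation score at least 3 library SD below zero, with starting fluorescence score within 5 deviations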;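 note: channel opened by trigger with iodide after compound preincubation; score built on the fluorescence ratio of max minus min over baseline; more negative score means more quench and so TMEM16A activation or potentiation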
# An asterisk follows results filed as active; i = inactive; ? = inconclusive; · = not tested or not shown.
SMILES,SKKanGAS inh,TRPC4 potent,MrgX1 PAM,TRPC4 block,MrgX1 ag,TRPC6 activator,TMEM16A inh,TRPC4 agonist,MrgX1 antagonist,TRPC6 inh,TMEM16A act
COc1cccc(C(=O)Nc2c3c(nn2-c2cccc(C)c2C)CS(=O)(=O)C3)c1OC,-4.3,i,i,·,i,i,i,i,i,i,i
COCCn1c(SCC(=O)N2CCCc3ccccc32)nnc1-c1ccco1,3.4,i,i,i,i,i,i,i,i,i,i
O=C1Nc2cc(C(=O)NCCCN3CCOCC3)ccc2S/C1=C/c1cccc(Cl)c1,21.3,i,i,i,i,i,i,i,i,i,i
CC(Sc1nnc(CC(C)c2ccccc2)n1N)C(N)=O (centres undefined),4.7,i,i,i,i,i,i,i,i,i,i
CCOC(=O)C1(CC2CCCCO2)CCN(S(=O)(=O)c2ccccc2)CC1 (centres undefined),5.1,i,i,i,i,i,i,i,i,i,i
CCOCCCNC(=O)C1CCN(C(=O)Nc2ccc(C)cc2)CC1,2.2,i,i,i,i,i,i,i,i,i,i
Cc1nn(C)cc1CNC(=O)Nc1ccc(Cl)c(Cl)c1,-2.1,i,i,i,i,i,i,i,i,i,i
Cc1ccc(C(=O)N/N=C2\SCC(=O)N2c2cc(C)ccc2C)cc1,-7.1,i,i,i,i,i,i,i,i,i,i
CCNC(=O)CN1C(=O)NC(CCc2ccccc2)C1=O (centres undefined),-13.9,i,i,i,i,i,i,i,i,i,i
CC(C)(C)c1ccc(Oc2ncccc2NC(=O)c2cccs2)cc1,-6.7,i,i,i,i,i,i,i,i,i,i
CC(=O)N(Cc1cc(=O)[nH]c2ccccc12)c1ccc(C)cc1,6.8,i,i,i,i,i,i,i,i,i,i
COc1ccc(C2OC(=O)Cc3cc(OC)c(OC)cc32)cc1 (centres undefined),0.6,i,i,i,i,i,i,i,i,i,i
CCOc1ccc(C(=O)NCC(=O)Nc2ncccc2C)cc1OCC,0.0,i,i,i,i,i,i,i,i,i,i
O=C(CNCc1ccccn1)Nc1ccc([N+](=O)[O-])cc1C(=O)Nc1ccccc1F,2.5,i,i,i,i,i,i,i,i,i,i
COc1ccc(S(=O)(=O)NCCC(=O)NC2CCCCCCC2)cc1,-18.7,i,i,i,i,i,i,i,i,i,i
O=C(Cn1nnc(-c2ccccc2)n1)NCc1ccc2c(c1)OCO2,-7.8,i,i,i,i,i,i,i,i,i,i
Nc1ccc(C#Cc2ccc3sc4ccccc4c(=O)c3c2)cc1,1.6,i,i,i,i,i,i,i,i,i,i
COc1cccc(CNC(=O)C2CCN(c3cnccn3)CC2)c1,-6.7,i,i,i,i,i,i,i,i,i,i
Fc1cccc(/C=N/Nc2ccccn2)c1,3.5,i,i,i,i,i,i,i,i,i,i
O=C(O)CC(NC(=O)C12CC3CC(CC(C3)C1)C2)c1cccc([N+](=O)[O-])c1 (centres undefined),15.4,i,i,i,i,i,i,i,i,i,i
N#Cc1nc(Cc2cccc3ccccc23)oc1N1CCOCC1,-10.7,i,i,i,i,i,i,i,i,i,i
COc1ccc(OCc2cccc(C(=O)Nc3ccc(CN4CCCCC4)cc3)c2)cc1,-5.5,i,i,i,i,i,i,i,i,i,i
Nc1n[nH]c(N)c1N=Nc1ccccc1,-3.4,i,i,i,i,i,i,i,i,i,i
CC(=O)N(CCN1CCOCC1)Cc1cc2cc3c(cc2nc1Cl)OCO3,-6.3,i,i,i,i,i,i,i,i,i,i
CCOC(=O)C1(CC2CCCCO2)CCN(Cc2ccccc2-c2ccco2)CC1 (centres undefined),-10.4,i,i,i,i,i,i,78*,i,i,i
O=C(CSc1nc2nc(-c3cccs3)cc(C(F)(F)F)c2c(=O)[nH]1)Nc1c(F)c(F)c(F)c(F)c1F,42.1,i,i,i,i,i,100*,i,i,i,i
O=C1NC[C@H](c2ccccc2)N(CCc2cc(C(F)(F)F)cc(C(F)(F)F)c2)C1=O,7.0,i,i,i,i,i,i,i,i,i,i
CCOc1ccccc1OCCOc1ccc(F)cc1,-8.8,i,i,i,i,i,i,i,i,i,i
COc1ccc(Cl)cc1NC(=O)CN(C)C(=O)Cc1n[nH]c(=O)c2ccccc12,-4.4,i,i,i,i,i,i,i,i,i,i
O=C(CSc1nnc(-c2ccccn2)n1Cc1ccccc1)Nc1ccc2c(c1)OCO2,3.8,i,i,i,i,i,i,i,i,i,i

# Structural class, the compounds so far with a thiophene ring, fused or not (two)
SMILES,SKKanGAS inh,TRPC4 potent,MrgX1 PAM,TRPC4 block,MrgX1 ag,TRPC6 activator,TMEM16A inh,TRPC4 agonist,MrgX1 antagonist,TRPC6 inh,TMEM16A act
CC(C)(C)c1ccc(Oc2ncccc2NC(=O)c2cccs2)cc1,-6.7,i,i,i,i,i,i,i,i,i,i
O=C(CSc1nc2nc(-c3cccs3)cc(C(F)(F)F)c2c(=O)[nH]1)Nc1c(F)c(F)c(F)c(F)c1F,42.1,i,i,i,i,i,100*,i,i,i,i

# New compounds follow
SMILES,SKKanGAS inh,TRPC4 potent,MrgX1 PAM,TRPC4 block,MrgX1 ag,TRPC6 activator,TMEM16A inh,TRPC4 agonist,MrgX1 antagonist,TRPC6 inh,TMEM16A act
COc1ccc(NC(=O)NNC(=O)COc2ccc3cc(Br)ccc3c2)cc1,-2.3,i,i,i,i,i,i,i,i,i,i
CC(C)(C)c1csc(Sc2ncccc2[N+](=O)[O-])n1,-4.0,i,i,i,i,i,i,i,i,i,i
O=C(NNS(=O)(=O)c1ccccc1)C1CC(c2cccnc2)=NO1 (centres undefined),21.8,i,i,i,i,i,i,i,i,i,i
Brc1ccccc1Cn1c(-c2cncs2)nc2ccccc21,2.9,i,i,i,i,i,i,i,i,i,i
COC(=O)NC(NC(=S)Nc1cccc(C)c1)C(Cl)(Cl)Cl (centres undefined),-1.7,i,i,i,i,i,i,i,i,i,i
CCN(C1CCS(=O)(=O)C1)S(=O)(=O)c1cc(C)ccc1C (centres undefined),-3.4,i,i,i,i,i,i,i,i,i,i
COC(=O)c1ccccc1NC(=O)CN(c1c(C)cccc1C)S(C)(=O)=O,-4.4,i,i,i,i,i,i,i,i,i,i
CCN(C(=O)COC(=O)c1ccco1)c1c(N)n(Cc2ccccc2)c(=O)[nH]c1=O,-0.9,i,i,i,i,i,i,i,i,i,i
CN(C)/C=N/c1[nH]ncc1C#N,3.3,i,i,i,i,i,i,i,i,i,i
Cc1ccc2[nH]c(=O)c(CN(Cc3cccs3)C(=S)NCc3ccco3)cc2c1,9.4,i,i,i,i,i,i,i,i,i,i
CC(C)(CC(=O)O)CC(=O)N1CCN(c2nc3cc(Cl)ccc3s2)CC1,-2.3,i,i,i,i,i,i,i,i,i,i
COc1cc(CNCc2cccs2)ccc1OCC(=O)NC(C)(C)C,-7.8,i,i,i,i,i,i,i,i,i,i
[O-][n+]1c2c(nn1-c1ccccc1Cl)-c1nonc1CC2,-4.8,i,i,i,i,i,i,i,i,i,i
O=C(COC(=O)c1ccccn1)Nc1ncc(C(F)(F)F)cc1Cl,-10.8,i,i,·,i,i,i,i,i,i,i
CCOC(=O)c1c(NC(=O)CSc2nnc(N)s2)sc(C)c1-c1ccc(C)cc1,11.8,i,i,i,i,i,25*,i,i,i,i
Cc1ccc(S(=O)(=O)N2CCC(C(=O)OCC(=O)N3CCc4ccccc43)CC2)cc1,2.5,i,i,i,i,i,i,i,i,i,i
C=COCCNC(=O)C1CC(=O)N(c2ccc(C)cc2)C1 (centres undefined),-14.0,i,i,i,i,i,i,i,i,i,i
COc1cccc(Nc2nc(-c3sc(NC(=O)c4ccccc4)nc3C)cs2)c1,19.7,i,i,i,i,i,i,i,i,i,i
O=S(=O)(c1ccc(Br)s1)N1CCNCC1,-9.0,i,i,i,i,i,i,i,i,i,i
COc1ccc(S(=O)(=O)N2CCN(c3ccccc3)CC2)cc1C(=O)N1CCCC1,1.3,i,i,i,i,i,i,i,i,i,i
CC(C)NCCCCOc1ccccc1-c1ccccc1,-3.3,i,i,i,i,i,i,i,i,i,·
O=S(=O)(NCc1ccc2c(c1)OCO2)c1ccc(Cl)s1,-1.7,i,i,i,i,i,i,i,i,i,i
O=C(O)C1CCCN1S(=O)(=O)c1ccc2[nH]c(=O)c(=O)[nH]c2c1 (centres undefined),-2.6,i,i,i,i,i,i,i,i,i,i
CC(/C=N/n1c(-c2cccnc2)n[nH]c1=S)=C\c1ccccc1,37.6,i,i,i,i,i,i,i,i,i,i
CCOc1ncccc1C(=O)NCC(c1ccccc1)N(C)C (centres undefined),1.0,i,i,i,i,i,i,126*,i,i,i
Oc1c(N=NC(=S)Nc2ccccc2F)c2ccccc2n1Cc1ccccc1,?,i,i,i,i,i,i,i,i,i,i
CCOC(=O)c1ccc(NC(=O)CSc2nc3c(c(=O)n2C)SC(C)C3)cc1 (centres undefined),-3.1,i,i,i,i,i,i,i,i,i,i
CCOC(=O)CSc1nnc(-c2ccco2)n1-c1ccccc1,6.4,i,i,i,i,i,i,i,i,i,i
CN1CCS/C1=C\C=C1/SC(=S)N(CC(=O)O)C1=O,-5.8,i,·,i,·,i,·,i,·,i,i
CCN(Cc1nc2ccccc2c(=O)[nH]1)Cc1cc(=O)oc2cc(OC)ccc12,·,·,i,·,i,·,i,·,i,·,i
Cc1nnc(-c2cnn(C)c2N)n1Cc1ccc(Cl)cc1,-1.6,i,i,i,i,i,i,i,i,i,i
Cc1onc(-c2ccccc2)c1C(=O)c1c[nH]c(C(=O)NCc2ccncc2)c1,1.6,i,i,i,i,i,i,i,i,i,i
CCCCCCCC1(C)NC(=O)N(CC(=O)Nc2cc(C)on2)C1=O (centres undefined),1.9,i,i,i,i,i,i,i,i,i,i
Cc1cc(C)n(-c2ccc(S(N)(=O)=O)cc2[N+](=O)[O-])n1,-6.6,i,i,i,i,i,i,i,i,i,i
N#C/C(=C\c1ccc(N2CCOCC2)o1)C(=O)NCC1CCCO1 (centres undefined),1.8,i,i,i,i,i,i,i,i,i,i
